Pf apPOL inh: Pf-apPOL DNA polymerase inhibition. AID 1794808. 210,000 tested, 0.25% active. inhibition, % at 10 µM. Recombinant Pf-apPOL, molecular beacon fluorescence, 1.5 h
mHTT-CaM PPI inh: disrupts binding of mutant huntingtin to calmodulin. inhibition, % at 15 µM. AlphaScreen His-mHTT/GST-CaM binding, luminescence. 190,000 tested, 3.6% active;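 further: 0% = both proteins with DMSO and 100% = one protein alone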
The depositor's hits bear a star; i = inactive; . = no result given; & = joins results of further samples. No stated cut-off is given here; in the data, active means inhibition above about 50%; inactive means the rest.

SMILES	Pf apPOL inh	mHTT-CaM PPI inh
CC(C)c1ccc(OCC(=O)Nc2ccccc2Br)cc1	-6	-52
CC(C)(C)n1nc2c(c1NC(=O)c1c(F)cccc1F)CS(=O)(=O)C2	-4	-1
O=C(O)CC(NCc1ccc(Cl)c([N+](=O)[O-])c1)c1cccs1 (centres undefined)	34	-6
COc1ccc(-c2csc(/C(C#N)=C/Nc3cccc(C(F)(F)F)c3)n2)cc1OC	6	6
O=S(=O)(c1ccc(Cl)s1)N1CCN(c2ccc(-n3ccnc3)nn2)CC1	-3	-6
O=[N+]([O-])c1c(C(Cl)Cl)nn(-c2ccccc2)c1N1CCCC1	-1	54*
CCc1ccc(CNC(=O)C2CCN(c3nccc(C)n3)CC2)cc1	1	2
CC(O)(CNS(=O)(=O)c1ccc(Br)s1)c1ccccc1 (centres undefined)	-6	-15
CCOC(=O)C1CCCN(CCOc2ccc3c(c2)OC(=Cc2ccc(OC)cc2)C3=O)C1 (centres undefined)	-1	15
CCCS(=O)(=O)Nc1cccn2nc(CC)nc12	-10	11
CC(NCC(O)COCC12CC3CC(CC(C3)C1)C2)c1ccccc1 (centres undefined)	-1	30
Cc1cc(F)ccc1NC(=O)c1ccc(Cn2cncn2)cc1	-1	-4
Cc1ccc(-n2nc3c(c2NC(=O)COc2ccc(Cl)cc2Cl)CS(=O)(=O)C3)cc1	-1	2
O=C(O)c1cc2c3c(c1)C1C=CCC1C(c1ccccc1)N3CC1CC=CC21 (centres undefined)	3	94*
COc1ccc(C=Cc2nc3ccccc3s2)cc1OC	-79	.
O=C(Nc1ccc2oc(-c3ccccc3Cl)nc2c1)c1ccccc1F	-1	-6
COc1cccc(CNC(=O)CCC2CCCN(c3cc(NC4CC4)ncn3)C2)c1 (centres undefined)	-3	15
CSc1nn(-c2ccccc2)cc1C(=O)Sc1ccccn1	-8	.
O=C1NC(=O)/C(=C\c2ccccc2OCc2ccccc2Cl)S1	-2	37
CCn1ccc2oc(C)c(C(=O)N3CCN(c4cccc(Cl)c4)CC3)c2c1=O	3	94*
CCOc1ccccc1NS(=O)(=O)c1ccc(OCC)c2ncccc12	1	14
Cc1ccc(C(=O)N2CCC(CCNC(=O)COc3cccc(C)c3)CC2)cc1	6	21
Brc1ccc2[nH]c3c(c2c1)CCCC3NCc1ccccc1 (centres undefined)	-1	100*
OC(CN1CCN(c2ccc(F)cc2)CC1)C(F)(F)F (centres undefined)	0	.
C1CCN(c2nc(N3CCCCC3)nc(N3CCNCC3)n2)CC1	-11	5&-4
(more compounds)
SMILES	Pf apPOL inh	mHTT-CaM PPI inh
O=C(Nc1cccc(-c2nc3ccccc3[nH]2)c1)c1ccccc1[N+](=O)[O-]	0	19
CC(C)(CO)NC(=O)c1sc2ccccc2c1Cl	-8&-2	-7&-5
Cc1ccc([C@H]2C[C@H](O)[C@@H](n3cc(C4CC4)nn3)CN2Cc2cccs2)cc1	-4	100*
CS(=O)(=O)Oc1ccc2c(c1)OC(=Cc1cccnc1)C2=O	-4	7
Cn1ccc(CN2CCN(c3ncccn3)CC2)cc1=O	6	0
Cc1cc(NC(=O)C2CCN(C(=O)c3ccc4nsnc4c3)CC2)no1	1	-7
O=C(c1cccc(C(F)(F)F)c1)N1CCN=C1SCc1ccccc1	-4	-17
Cc1cccc(Nc2nc(-c3c(C)nc4ncccn34)cs2)c1	-6	77*
O=C1CCC(OCc2ccccc2)CCN1CC[C@@H](Sc1ccccc1)c1ccccc1 (some centres undefined)	2	80*
Cc1ccc(C)c(CNC(=O)C2CCN(c3cncnc3N(C)C)CC2)c1	-3	15
Cc1c([N+](=O)[O-])c([N+](=O)[O-])nn1CC(=O)NCc1cccnc1	-3	-1
CCn1cc(Cl)c(C(=O)N2CCCC(OCc3nc(C)no3)C2)n1 (centres undefined)	1	-4
COc1ccc(-n2ncc3c(NCC(OC)OC)ncnc32)cc1	1	12
Cc1ccc(C2N(c3ccc(F)cc3)C(=O)C3CCCN32)cc1 (centres undefined)	1	2
COc1ccc(Br)cc1C(=O)Nc1ccc2oc(-c3ccncc3)nc2c1	-2	33
O=c1oc2ccccc2cc1-c1nc(-c2cccs2)cs1	-1	-29
c1cc(-c2noc(-c3ccoc3)n2)cc(N2CCCC2)n1	-3	-24
Cc1csc(-c2cc(S(=O)(=O)NC3CC3)c(C)n2C)n1	4	-3
COc1ccc(OC)c(C2C(C(=O)Nc3ccccc3)=C(C)Nc3ncnn32)c1 (centres undefined)	-2	0
CCC(=O)Nc1cccc(NC(C)=O)c1	5	5
O=C(NC1CCCCCC1)C1CC1	.	-4
Cc1ccc(N2NC(=O)/C(=C\c3ccccc3)C2=O)cc1	4	31
COc1ccc(-c2cc(C(=O)Nc3cnn(Cc4ccc(Cl)cc4Cl)c3)no2)cc1	-6	0
O=C(CCNS(=O)(=O)c1ccc(Br)s1)NCc1ccccc1	-9	-1
CCCNc1cc(N2CCC(CCC(=O)NCC(C)C)CC2)ncn1	-9	-3
The results go on.
SMILES	Pf apPOL inh	mHTT-CaM PPI inh
CCOC(=O)C1CCN(Cc2cn3cc(F)ccc3n2)CC1	-4	-12
COc1ccc(Nc2nc(N)nc(CN3CCCCC3)n2)cc1	-4	0
Cc1nc(CCNC(=O)C2CCCN2S(=O)(=O)c2ccc(F)c(Cl)c2)cs1 (centres undefined)	-2	7
O=C1CCc2cccc3cccc1c23	-22	.
CCOc1ccc(/C=C2\N=C(c3cccc(OC)c3)OC2=O)cc1	-4	5
CCN(CC)C(=O)Oc1ccccc1NC(C)=O	1	0
CC(C)C[C@H]1COc2cc(Br)ccc2S(=O)(=O)N1Cc1cn(Cc2ccco2)nn1	-2	-4
Cc1cccc(NC(=O)N2CCOc3ccc(C)cc32)c1	-14	-2
O=C(CCc1nc2ccccc2n(Cc2ccc(F)cc2)c1=O)NC1CC1	-4	-3
COc1cc(OC)cc(C(=O)Nc2ccc(S(=O)(=O)Nc3cc(C)nc(C)n3)cc2)c1	-10	-1
Cn1cc(Br)c(C(=O)ON=C2CCCCC2)n1	-5	-4
NC(=O)COc1ccc(/C=C2/NC(=O)N(Cc3ccc(Br)cc3)C2=O)cc1	0	28
O=C(CC1CCCCC1)NC1CCS(=O)(=O)C1 (centres undefined)	-7&-2	-8&-9
CCS(=O)(=O)c1ccccc1C(=O)Nc1nc(-c2ccc3c(c2)OCCO3)cs1	-8	9
CCOc1ccc(N2CCN(C(=O)c3ccc(Br)cc3)C(C)C2=O)cc1 (centres undefined)	-5	11
CC(=O)c1cc(C#N)c(SCCCCSc2nc(C)c(C(C)=O)cc2C#N)nc1C	1	0
O=C(Nc1ccc2c(c1)OCO2)C1CC(=O)N(CCc2c[nH]c3ccc(F)cc23)C1 (centres undefined)	-2	33
O=C(NC1CCCCC1)c1ccnc(N2CCNC(c3ccccc3)C2)c1 (centres undefined)	0	22
Fc1ccc(-n2nnnc2-c2cnc3ccc(Cl)cc3c2-c2ccccc2)cc1	2	.
CC(C)c1cc(C2CCCN2C(=O)c2ccc(F)cc2)on1 (centres undefined)	2	-2
CN(CCNC(=O)c1ccc2[nH]c3c(c2c1)CN(C(=O)C1CCC1)CC3)C1CCCCC1	-1	49
O=C(Oc1ccc2c(c1)OC(=Cc1cccnc1)C2=O)c1cccc([N+](=O)[O-])c1	2	11
O=C(NCc1ccco1)c1cc2nc(-c3ccc([N+](=O)[O-])cc3)cc(C(F)(F)F)n2n1	0	24
O=C(CSC1=NCCS1)Nc1ccc(Cl)cn1	-3	0
Cc1ccc(F)cc1N1C(=O)CSC1c1ccc([N+](=O)[O-])cc1 (centres undefined)	5	0
Later entries
SMILES	Pf apPOL inh	mHTT-CaM PPI inh
CC(C(=O)Nc1cccc(-c2cn3ccsc3n2)c1)n1nc(-c2cccs2)ccc1=O (centres undefined)	2	40
O=C(Cn1c(=O)oc2ccccc21)NCCc1csc(-c2ccc(F)cc2)n1	-20	-14
COc1cccc(C(=O)Nc2ccc([N+](=O)[O-])cc2Cl)c1	3	-6
CCOC(=O)c1cc([N+](=O)[O-])sc1NC(=O)CC	3	19
COc1ccc(OC)c(N(CC(=O)NCC2CCCO2)S(C)(=O)=O)c1 (centres undefined)	-4	2
CC(C)CN1CCn2cc(C(=O)NCc3ccccc3Cl)nc2C1	-2	15
CC(C)CC(=O)NCC(c1ccco1)N1CCOCC1 (centres undefined)	2	2
Cc1onc(-c2ccccc2)c1C(=O)Nc1cc(C(F)(F)F)ccc1N1CCCC1	1	.
CCN(CCNS(=O)(=O)c1ccc2c(c1)CC(C)N2C(C)=O)c1ccccc1 (centres undefined)	-1	22
CCS(=O)(=O)N1CCN(Cc2ccc(OC)c(OCc3ccccc3)c2)CC1	0	11
Cc1cc(=O)c2c(ccc3c[nH][nH]c32)n1	1	.
O=C(CN1C(=O)c2ccc([N+](=O)[O-])cc2C1=O)N1CCCCC1	20	4
O=C(CN1CCN(C(=O)Nc2ccc(F)cc2)CC1=O)N1CCCCCC1	-7	-9
Cc1ccccc1CNC(=O)C1(C)CCCN(S(=O)(=O)c2cccs2)C1 (centres undefined)	-7	-9
Cc1ccccc1OCc1nnc2c3cnn(Cc4ccccc4)c3ncn12	-8	2
CCC(C(=O)Nc1c(C)cccc1C)n1cc(-c2nc(-c3ccncc3)no2)ccc1=O (centres undefined)	-8	30
Cc1cc2n(n1)CCCN2C(=O)CCC(=O)N1CCC(Cc2ccccc2)CC1	3	34
CCCC(=O)Nc1nc(-c2ccc(Cl)s2)cs1	-5	-11
COc1ccc(CNC(=O)C(=O)Nc2ccccc2C)cc1	-9	-12
CCOc1ccc(N=C2NC(=O)/C(=C\c3ccc(OC)c(OC)c3)S2)cc1	-3	8
Cc1ccccc1-n1nc(C)c(C(=O)NCC(C)C)c1C(C)C	2	28
COc1ccccc1OCC(=O)Nc1ccc(S(=O)(=O)Nc2cc(C)on2)cc1	-15	28
CCCCN1C[C@H](C)[C@@H](CC(=O)NCc2ccccc2)C1=O	0	-4
Cc1ccccc1NC(=O)C1CCCN(c2cnn(C)c(=O)c2)C1 (centres undefined)	5	-3
COc1ccc(-c2nc(-c3ccc4oc(C)nc4c3)no2)cc1	2	-14

A portion from further up, for reference:
SMILES	Pf apPOL inh	mHTT-CaM PPI inh
CC(C(=O)Nc1cccc(-c2cn3ccsc3n2)c1)n1nc(-c2cccs2)ccc1=O (centres undefined)	2	40
O=C(Cn1c(=O)oc2ccccc21)NCCc1csc(-c2ccc(F)cc2)n1	-20	-14
COc1cccc(C(=O)Nc2ccc([N+](=O)[O-])cc2Cl)c1	3	-6
CCOC(=O)c1cc([N+](=O)[O-])sc1NC(=O)CC	3	19
COc1ccc(OC)c(N(CC(=O)NCC2CCCO2)S(C)(=O)=O)c1 (centres undefined)	-4	2
CC(C)CN1CCn2cc(C(=O)NCc3ccccc3Cl)nc2C1	-2	15
CC(C)CC(=O)NCC(c1ccco1)N1CCOCC1 (centres undefined)	2	2

Given comma-delimited: two of the compounds above.
SMILES,Pf apPOL inh,mHTT-CaM PPI inh
CC(C)CN1CCn2cc(C(=O)NCc3ccccc3Cl)nc2C1,-2,15
CCCCN1C[C@H](C)[C@@H](CC(=O)NCc2ccccc2)C1=O,0,-4

The listing continues.
SMILES	Pf apPOL inh	mHTT-CaM PPI inh
O=C(O)C1=Cc2cc(Cl)ccc2OC1	3	2
CCC(=O)NC(Nc1ccc(S(=O)(=O)Nc2nccs2)cc1)C(Cl)(Cl)Cl (centres undefined)	-11	-6
CCCCC(=O)Nc1ccc(NC(=O)c2cccc(OCC)c2)cc1OC	0	5
CN(Cc1ccccc1)S(=O)(=O)c1ccc(F)c(C(=O)Nc2ccc(Cl)cc2)c1	34	-7
CC(=O)Nc1ccc(S(=O)(=O)N2CCCCC2)cc1	-2	-2
Cc1c(Cl)cccc1N=Cc1nc(-c2ccc([N+](=O)[O-])cc2)oc1O	-2	0
Cc1cc(N(C)C)nc(NCCNC(=O)c2cnccn2)n1	-11	-18
COc1ccc(NC(c2cccnc2)c2ccc3cccnc3c2O)cc1 (centres undefined)	-3	99*
CCCCOc1ccc(C(=O)Nc2ccccc2OC)cc1	0	-58
O=C(NCC1CCCO1)c1cncc(-c2csc3ccccc23)c1 (centres undefined)	2	2
CCOc1ccc(C(=O)Nc2ccc3oc(-c4ccncc4)nc3c2)cc1Cl	2	14
CCc1ccc(CN2C(=O)CCC2(C)C(=O)NC2CCCC(C)C2C)cc1 (centres undefined)	i	12
COc1ccccc1C(=O)Nc1ccc(Cl)c(-c2nc3ccccc3o2)c1	-4	-26
O=C1Nc2ccccc2S(=O)(=O)N1c1ccc(Cl)c(Cl)c1	-1	-7
COc1ccc2[nH]cc(CN3CCC(C(=O)NC4CCCc5ccccc54)CC3)c2c1 (centres undefined)	0	69*

From PubChem
